# TAAR1 ag – human TAAR1 agonism | CHO RD-HGA16 TAAR1, Fluo-8 calcium fluorescence; vehicle wells 0%, saturating PEA agonist 100% | activation, % at 3 µM | 360,000 compounds, 0.99% hits;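 active = activation above the mean activation of all test compounds in the run plus 3 SD, cut at about 38% in these data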
# Target sequence (Q96RJ0 whole entry, looked up): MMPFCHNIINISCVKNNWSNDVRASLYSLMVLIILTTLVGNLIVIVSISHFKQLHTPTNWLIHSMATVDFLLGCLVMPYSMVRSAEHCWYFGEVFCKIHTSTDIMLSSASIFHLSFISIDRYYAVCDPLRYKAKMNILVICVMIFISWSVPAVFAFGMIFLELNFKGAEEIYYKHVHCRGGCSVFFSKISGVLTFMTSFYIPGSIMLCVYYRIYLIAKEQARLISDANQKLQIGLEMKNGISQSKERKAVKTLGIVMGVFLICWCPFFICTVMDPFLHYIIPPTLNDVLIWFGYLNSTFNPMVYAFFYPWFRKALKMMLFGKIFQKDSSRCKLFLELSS
#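 System: CHO-derived RD-HGA16 cells with stable Gα16 and human TAAR1 / Times: 17-24 h plating, Fluo-8 75 min 37 °C, 30 min RT / Technique: calcium-sensitive Fluo-8 signal, excitation 470-495, emission 515-575 nm / Measure: % activation relative to PEA EC100 response / Benchmarks: DMSO and PEA EC100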
# CHRM5 antagonist – antagonists of human muscarinic M5 receptor (CHRM5) | CHO-hM5 cells, Fluo-8 calcium fluorescence, ACh EC80 | P08912 | 360,000 compounds, 0.59% hits | inhibition, % at 3 µM;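 active = inhibition above a per-plate cutoff, the mean of that plate's test compounds plus 3 SD, cut at about 27% in these data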;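 note: 0% = acetylcholine EC80 with DMSO and 100% = DMSO without agonist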
# M1 antag – blocks human M1 muscarinic receptor. P11229. CHO-K1 hM1, Fluo-8 calcium fluorescence, ACh EC80 antagonist. inhibition, % at 3 µM. 360,000 compounds, 1.3% hits;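 active = percent inhibition above its own plate's cutoff, namely the mean of that plate's compound wells plus 3 SD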;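 note: peak over basal fluorescence ratio during 140 s after agonist addition; 0% = ACh EC80 plus DMSO and 100% = DMSO alone without agonist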
# CHRM1 PAM – positive allosteric modulators of human M1 muscarinic receptor. activation, % at 3 µM. 360,000 compounds, 0.088% hits. CHO-K1 hM1, Fluo-8 calcium fluorescence, ACh EC20; 0% = ACh EC20, 100% = maximal ACh. P11229. AID 588819; in the data active = activation above about 19%, passing the limit was not always enough
# M5 ag – CHRM5 agonism in calcium assay; P08912; CHO-K1 hM5 cells, Fluo-8 calcium fluorescence; 0% DMSO wells, 100% maximal acetylcholine response; activation, % at 3 µM; 360,000 compounds, 0.19% hits;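 active = activation above the run's mean over test compounds plus 3 SD, cut at about 23% in these data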;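 note: signal is peak over basal fluorescence ratio across the kinetic read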
# M5 PAM – potentiates acetylcholine response at human M5 receptor; 360,000 compounds, 0.3% hits; activation, % at 3 µM; CHO-K1 hM5, Fluo-8 calcium, ACh EC20 PAM; 0% = ACh EC20, 100% = ACh EC100; P08912; AID 624038;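 active = activation above the run cutoff, the mean activation of all test compounds plus 3 SD, cut at about 18% in these data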
#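 Assay system: CHO-K1 hM5 cells / Incubation: Fluo-8 loading 80 min at 37 °C plus 30 min room temperature / Technique: Fluo-8 calcium dye fluorescence, kinetic read / Repeats: single replicate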
# M4 antag – blocks acetylcholine activation of human M4 receptor. CHO-hM4 cells, ACh EC80, Fluo-8 calcium fluorescence. 360,000 compounds, 0.73% hits. inhibition, % at 3 µM. AID 624125. P08173;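 active = inhibition above its plate's cutoff, the mean inhibition of sample wells plus 3 SD, cut at about 27% in these data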;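 note: 0% = acetylcholine EC80 with DMSO and 100% = DMSO without agonist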
# Target sequence (P08173 whole entry, looked up): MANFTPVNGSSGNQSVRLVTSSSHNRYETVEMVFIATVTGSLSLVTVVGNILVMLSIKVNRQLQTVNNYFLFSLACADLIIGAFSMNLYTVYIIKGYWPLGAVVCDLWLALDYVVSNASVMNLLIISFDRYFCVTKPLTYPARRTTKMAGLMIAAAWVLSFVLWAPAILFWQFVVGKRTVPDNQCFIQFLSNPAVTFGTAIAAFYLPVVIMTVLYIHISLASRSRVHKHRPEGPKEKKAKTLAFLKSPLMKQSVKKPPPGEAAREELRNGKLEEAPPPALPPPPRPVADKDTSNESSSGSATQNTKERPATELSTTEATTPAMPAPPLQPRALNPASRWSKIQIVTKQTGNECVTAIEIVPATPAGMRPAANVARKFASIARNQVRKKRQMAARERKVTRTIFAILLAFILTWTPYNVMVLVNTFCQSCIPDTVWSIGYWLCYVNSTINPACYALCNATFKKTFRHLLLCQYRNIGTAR
# CHRM1 agonist – agonists of human M1 muscarinic receptor; P11229; CHO-K1 hM1, Fluo-8 calcium fluorescence, agonist mode; 0% DMSO, 100% acetylcholine EC100; activation, % at 3 µM; 360,000 compounds, 0.33% hits; AID 588814;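 active = activation above the run's mean compound activation plus 3 SD, cut at about 16% in these data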;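 note: peak over basal fluorescence ratio within a 140 s kinetic read after compound addition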
# CHRM4 agonist – CHRM4 agonism in calcium assay | activation, % at 3 µM | CHO-K1 hM4/Gqi5, Fluo-8 calcium fluorescence; vehicle 0%, full acetylcholine response 100% | 360,000 compounds, 0.14% hits | AID 624127;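 active = activation above the run mean over all test wells plus 3 SD, cut at about 32% in these data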;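 note: peak over basal fluorescence ratio per well then scaled between controls; 0% = DMSO wells and 100% = acetylcholine at EC100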
# An asterisk follows results filed as active; nt = no result given. Some of the compounds tested; rates above refer to the full screens.
SMILES,TAAR1 ag,CHRM5 antagonist,M1 antag,CHRM1 PAM,M5 ag,M5 PAM,M4 antag,CHRM1 agonist,CHRM4 agonist
CN(C(=O)c1cc(-c2ccccc2)on1)C1CCCCC1,1,13,-12,14,-2,-3,-1,-3,3
COc1cc(-c2noc(C)c2C(=O)NCCO)cc(OC)c1OC,20,-1,1,2,0,11,-10,-4,1
Cc1ccc(S(=O)(=O)Oc2ccc(C3C4=C(CCCC4=O)OC4=C3C(=O)CCC4)cc2)cc1,7,-3,-17,6,6,-2,-4,-1,1
CC1CN(C(=O)COC(=O)c2ccc(O)cc2)CC(C)O1 (stereo unspecified),5,-17,-11,17,-2,5,-10,0,2
O=C(NN=C1CCN(Cc2ccccc2)CC1)c1cc2ccccc2cc1O,0,3,-7,8,1,0,13,0,1
CN(C)C(CNC(=O)CCc1c[nH]c2ccccc12)c1ccccc1 (stereo unspecified),2,0,-7,10,-8,2,-15,-9,1
CC(=O)Nc1ccc(NC(=O)CS(=O)(=O)c2cn(CC(=O)N3CCC(C)CC3)c3ccccc23)cc1,5,-4,-6,4,-2,1,3,-3,1
O=c1[nH]nc(SCc2ccccc2)n1C1CC2C=CC1C2 (stereo unspecified),14,12,-6,1,2,-1,2,-4,0
OC(COc1ccc2ccccc2c1Br)Cn1ccnc1 (stereo unspecified),6,8,-5,2,1,-4,16,-3,4
CC(=O)NCCC(=O)Nc1sc2c(c1-c1nc3ccccc3[nH]1)CCCC2,-1,-1,1,-2,-1,0,-6,-4,4
O=C(N/N=C/c1ccsc1)c1cc(O)cc(O)c1,6,2,-22,1,-1,-1,-6,-1,0
O=C1Nc2cccnc2Sc2ccccc21,0,5,5,-7,0,-2,7,-6,0
O=C(Nc1ccc(OC(F)(F)F)cc1)c1[nH]ncc1[N+](=O)[O-],10,4,7,3,3,-8,-2,3,8
C=CCn1c(O)c(C(CC)=NCCN2CCOCC2)c(=O)[nH]c1=O,5,-8,-8,7,-2,-1,-7,-5,0
COc1cccc2sc(N(CCCN(C)C)C(=O)COc3ccc(Cl)cc3)nc12,17,0,-5,4,-1,6,9,-1,8
O=C(O)Cn1c(SCCOc2ccccc2F)nc2ccccc21,0,-3,0,2,-2,3,-4,-1,-1
COC(=O)C[C@H]1CC[C@H](NC(=O)c2cccc(F)c2)[C@@H](CO)O1,1,-9,nt,nt,2,5,-8,nt,2
CC1CCCN(S(=O)(=O)c2ccc(S(=O)(=O)N3CCCN(Cc4ccccc4)C3)cc2)C1 (stereo unspecified),7,4,-5,7,-2,-8,15,-8,1
COc1cc(S(=O)(=O)NC2CCCCC2)c(C)cc1C,6,5,-3,6,-5,-1,-4,-14,-1
C=CCN(CC=C)C(=S)NC(=O)c1ccc(OC)cc1,-1,14,3,7,-2,5,-6,4,0
O=C1c2ccccc2S(=O)(=O)c2cc(-c3nn[nH]n3)ccc21,1,-6,-18,10,1,5,-9,0,0
CCOc1ccc(C(=O)CCC(=O)N2CCN(c3ccc(O)cc3)CC2)cc1,1,7,13,-6,3,-11,3,-1,3
Cc1cccc(NC(=O)c2nc[nH]c2C(=O)Nc2cc(Br)ccc2F)c1,8,0,4,12,1,1,-13,12,1
O=C(NCc1ccccc1)C(c1ccc(C(F)(F)F)cc1)n1c(=O)c(-c2ccco2)nc2ccccc21 (stereo unspecified),-1,-6,nt,nt,2,6,-22,nt,0
CN(Cc1ccccc1)C(=O)c1ccc(NC(=O)Cc2cccc(NC(=O)C3CCCN(C(=O)C4CCCC4)C3)c2)cc1 (stereo unspecified),14,20,4,-5,-1,-11,22,-9,0

# Part of the list above with just M4 antag.
molecule | M4 antag
COC(=O)C[C@H]1CC[C@H](NC(=O)c2cccc(F)c2)[C@@H](CO)O1 | -8
CC1CCCN(S(=O)(=O)c2ccc(S(=O)(=O)N3CCCN(Cc4ccccc4)C3)cc2)C1 (stereo unspecified) | 15
COc1cc(S(=O)(=O)NC2CCCCC2)c(C)cc1C | -4
C=CCN(CC=C)C(=S)NC(=O)c1ccc(OC)cc1 | -6

# (further entries)
SMILES,TAAR1 ag,CHRM5 antagonist,M1 antag,CHRM1 PAM,M5 ag,M5 PAM,M4 antag,CHRM1 agonist,CHRM4 agonist
O=C(O)CSCC(=O)c1ccccc1,7,-1,-24,4,1,2,-2,-1,1
CC1(Cc2cc(Cl)ccc2C(F)(F)F)C(=O)Nc2cc(C(F)(F)F)ccc21 (stereo unspecified),-2,1,0,-2,0,-6,-11,-4,0
O=C(Nc1ccc2nsnc2c1)NC1CCCCC1,18,-5,-10,8,13,-7,-7,4,11
CC(OC(=O)c1ccco1)C(=O)Nc1ncc(Cl)cc1Cl (stereo unspecified),10,10,1,1,2,-4,6,-3,1
CCC(C)NC(=O)c1nn(Cc2ccccc2)c(=O)c2ccccc12 (stereo unspecified),0,1,-12,8,-1,5,4,-7,-2
COC(C[C@H](O)[C@H](C)[C@H](O)COCc1ccccc1)OC,14,-5,1,9,4,6,1,-1,3
Cc1ccc(S(=O)(=O)Nc2cccc(C(=O)N3CCC(C(N)=O)CC3)c2)cc1,1,4,-5,9,4,5,18,-2,0
CCOc1ccc(C2C(C#N)=C(C)NC3=C2C(=O)c2ccccc23)cc1 (stereo unspecified),2,3,1,-3,-4,11,-9,-3,0
CCOC(=O)Sc1nc2ncncc2[nH]1,2,0,-24,8,3,0,0,0,2
COc1ccc(S(=O)(=O)Nc2cccc(S(=O)(=O)NC3=NCCC3)c2)cc1[N+](=O)[O-],2,8,-18,12,0,0,-6,0,0
Cc1ccc(S(=O)(=O)N2CCOCC2)cc1C(=O)OCCOc1cccc(Cl)c1,0,2,-4,5,1,5,-4,-2,1
CC1=C(C(=O)N2CCOCC2)CC(CC(=O)NC2CCCC2)C(=O)N1Cc1ccccc1 (stereo unspecified),4,-1,-15,10,2,0,-7,0,1
O=C(Cn1cnc2ccccc2c1=O)OCC(=O)c1ccc2c(c1)OCCO2,6,3,-12,7,-1,-1,1,-3,2
CC1CCCC(C)N1C(=O)COC(=O)c1cc(=O)[nH]c2ccccc12 (stereo unspecified),4,6,-12,3,2,-9,-4,-1,5
Cc1nn(C2CCS(=O)(=O)C2)c(Cl)c1/C=C/C(=O)OCC(=O)c1cc(C)n(-c2ccc(F)cc2)c1C (stereo unspecified),6,10,5,-2,-2,-10,1,-8,6
N#Cc1ccc(C(=O)OCC(=O)Nc2cccc(S(=O)(=O)NC3=NCCC3)c2)cc1,2,4,-14,10,2,5,-3,-3,0
O=C1C2C3C=CC(C3)C2C(=O)N1c1ccc(-c2nc3ccccc3c(=O)o2)cc1 (stereo unspecified),3,-6,-3,7,4,5,9,-3,-1
COc1cc(C(c2nnnn2C2CCCC2)N2CCc3ccccc3C2)ccc1O (stereo unspecified),85*,6,-13,14,-5,-1,3,-2,2
O=C1CCCc2ccccc2N1,6,-4,-5,3,1,-4,-1,-3,1
Cc1ccc([C@@H]2CC=C(C(=O)O)[C@H](c3ccc(Br)cc3)N2S(=O)(=O)c2ccc(C)cc2)cc1,4,-2,-1,-1,1,-5,-12,-7,2
O=C(COc1cccnc1[N+](=O)[O-])Nc1ccc(Cl)cc1F,3,22,4,-1,-6,0,-3,-5,2
COC(=O)/C=C1\NC(=O)C(C)S1 (stereo unspecified),9,2,5,8,-4,-6,5,-8,1
CCCCOC(=O)c1ccc(NC(=O)c2c(OC)cccc2OC)cc1,0,-3,5,-2,-5,-8,3,-6,1
CCn1c(SCC(=O)Nc2nnc(C)s2)nnc1-c1ccncc1,1,-6,-13,7,0,-4,-5,5,0
Cc1c([N+](=O)[O-])c(C/C=N/O)nn1C,2,-7,-4,7,2,11,-9,-3,1

# Molecules listed so far that have a thiophene ring, fused or not (2):
SMILES,TAAR1 ag,CHRM5 antagonist,M1 antag,CHRM1 PAM,M5 ag,M5 PAM,M4 antag,CHRM1 agonist,CHRM4 agonist
CC(=O)NCCC(=O)Nc1sc2c(c1-c1nc3ccccc3[nH]1)CCCC2,-1,-1,1,-2,-1,0,-6,-4,4
O=C(N/N=C/c1ccsc1)c1cc(O)cc(O)c1,6,2,-22,1,-1,-1,-6,-1,0

# (further entries)
SMILES,TAAR1 ag,CHRM5 antagonist,M1 antag,CHRM1 PAM,M5 ag,M5 PAM,M4 antag,CHRM1 agonist,CHRM4 agonist
O=C(C(=O)N1CCC(c2ccccc2)CC1)c1ccccc1,1,12,nt,nt,-1,-5,-4,nt,3
Cc1cc(C)n(CCC(=O)N/N=C/c2ccc(O)cc2O)n1,1,-3,-6,10,1,2,1,-3,0
COCCNc1nc(C(C)(C)C)nc2c1nnn2Cc1ccccc1Cl,20,-1,2,-6,0,-3,9,-3,0
COc1ccccc1/C=C/CN1CCNC(=O)C1CC(=O)NCCc1cnccn1 (stereo unspecified),0,24,-9,5,-4,-7,14,-2,0
CC(C)n1c(O)c(N=Nc2ccccn2)c2ccccc21,0,8,1,-1,0,-3,5,-3,1
COc1ccc(C2=CC(=O)C[C@H](c3ccc4c(c3)OCO4)C2)cn1,4,2,-7,3,0,-3,0,-7,8
CN(C)C(CNC(=O)c1ccccc1OCc1ccc(Cl)cc1)c1ccco1 (stereo unspecified),1,3,-10,2,-5,2,-5,-7,1
COc1cc(C2CC(=O)c3cnc(N4CCN(Cc5ccccc5)CC4)nc3C2)cc(OC)c1OC (stereo unspecified),12,-6,-4,2,-5,6,-10,-3,3
Cc1c(Cc2c(C)n(C)n(-c3ccccc3)c2=O)c(=O)n(-c2ccccc2)n1C,0,10,-1,8,-1,-4,7,-8,0
CCOC(=O)Cc1c(-c2cccc(Cl)c2)nc2c3ccccc3ccn12,0,6,nt,nt,-1,-16,15,nt,5
CS(=O)(=O)c1ccc(Cl)c(NC(=O)COC(=O)c2ccc(-n3cnnn3)cc2)c1,4,8,-14,8,1,-2,-2,0,1
O=c1cc(O)cc2n1CCC2,6,7,-10,14,2,-4,1,5,0
CSCCC(NC(=O)c1ccco1)C(=O)Nc1ccc(C)c(S(=O)(=O)N2CCOCC2)c1 (stereo unspecified),1,4,2,2,-1,7,9,-2,0
Cn1c(NCc2cc(Br)ccc2O)nc2ccccc21,25,5,8,-1,6,-10,18,-2,14
CC1CCN(c2ccc3nnc(CCC(=O)Nc4ccc(F)cc4)n3n2)CC1,-3,14,-2,0,-6,-3,9,-5,1
Cc1nn(C(C)(C)C)c(OC(=O)c2ccc(Br)o2)c1Sc1ccccc1,9,5,-4,0,0,-3,-8,-5,-2
COc1ccc(-c2cc3nc(C)c(CCC(=O)NCc4ccco4)c(C)n3n2)c(OC)c1,6,-1,-7,5,-6,-1,-22,-5,-3
CC(OC(=O)c1ccccc1NCCO)C(=O)NC1CCCCC1C (stereo unspecified),-1,12,0,3,0,-7,-2,-4,0
Cc1ccc(C)c(Nc2nc3c(S(=O)(=O)c4ccccc4)nnn3c3ccccc23)c1,4,-15,-2,9,2,5,-2,-3,1
Cc1ccc(/C=C/C(=O)OCC(=O)Nc2ccc3[nH]c(=O)[nH]c3c2)o1,4,9,-10,3,4,-7,-9,0,1

# Structures listed so far marked active in TAAR1 ag.
SMILES,TAAR1 ag,CHRM5 antagonist,M1 antag,CHRM1 PAM,M5 ag,M5 PAM,M4 antag,CHRM1 agonist,CHRM4 agonist
COc1cc(C(c2nnnn2C2CCCC2)N2CCc3ccccc3C2)ccc1O (stereo unspecified),85*,6,-13,14,-5,-1,3,-2,2
